Screens deposited in PubChem by several laboratories.
Cdc42 wt – modulators (inhibitors or activators) of GTP binding to human Cdc42 wildtype; GST-Cdc42 beads, Bodipy-GTP binding, flow cytometry; actives lie on both sides; percent activity (GTP binding), % at 10 µM; P60953; 190,000 compounds, 0.2% hits;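 active = percent activity GTP binding at least 20 points away from the 100% baseline, either down as inhibitor or up as activator; inconclusive = compound flagged as likely green fluorescent from well-wide comparison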;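 note: median bead fluorescence of bound Bodipy-FL-GTP at 100 nM; 0% = excess unlabeled GTP control and 100% = no compound control; below 100% means less GTP binding so inhibitor and above means activator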
Target sequence (P60953 whole entry, looked up): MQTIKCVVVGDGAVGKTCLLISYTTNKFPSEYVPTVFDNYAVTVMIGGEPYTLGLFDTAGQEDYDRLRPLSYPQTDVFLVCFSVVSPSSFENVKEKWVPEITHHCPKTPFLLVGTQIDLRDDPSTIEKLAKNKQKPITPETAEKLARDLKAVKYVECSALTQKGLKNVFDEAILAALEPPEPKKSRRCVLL
Rab2A wt mod – changes GTP binding to wildtype dog Rab2A, up or down. P61105. GST-Rab2 wt beads, Bodipy-GTP binding, flow cytometry. GTP binding activity, % at 10 µM. 190,000 compounds, 0.19% hits. AID 760;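 active = GTP binding activity at least 20 points away from 100%, either lowered or raised; inconclusive = signal likely due to the compound's own green fluorescence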;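 note: 0% = beads with excess unlabeled GTP and 100% = no-compound control corrected for plate trend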
Rac1 act GTP bind – alters GTP binding to activated mutant human Rac1; P63000; 190,000 compounds, 0.11% hits; percent activity (GTP binding), % at 10 µM; GST-Rac1 activated beads, fluorescent GTP binding, flow cytometry; actives lie on both sides; 100% means binding = to untreated wells;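 active = GTP binding at least 20 percentage points away from the 100% baseline, in either direction, so actives lie on both sides; inconclusive = Compound likely fluorescent itself, or too few beads counted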
Mcl1-Noxa inh – disrupts binding of human Mcl-1 to Noxa peptide | TR-FRET Mcl-1/Noxa peptide binding, 2 h | inhibition, % at 21.7 µM | 220,000 compounds, 1.5% hits | AID 1022;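 active = compounds that cut the protein-peptide binding signal by more than 50% relative to plate controls in a single-dose test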;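 note: His-tagged Mcl-1 with rhodamine Noxa BH3 peptide and terbium anti-His antibody; 0% = Mcl-1 plus Noxa peptide wells and 100% = peptide-only wells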
Target sequence (Q07820 whole entry, looked up): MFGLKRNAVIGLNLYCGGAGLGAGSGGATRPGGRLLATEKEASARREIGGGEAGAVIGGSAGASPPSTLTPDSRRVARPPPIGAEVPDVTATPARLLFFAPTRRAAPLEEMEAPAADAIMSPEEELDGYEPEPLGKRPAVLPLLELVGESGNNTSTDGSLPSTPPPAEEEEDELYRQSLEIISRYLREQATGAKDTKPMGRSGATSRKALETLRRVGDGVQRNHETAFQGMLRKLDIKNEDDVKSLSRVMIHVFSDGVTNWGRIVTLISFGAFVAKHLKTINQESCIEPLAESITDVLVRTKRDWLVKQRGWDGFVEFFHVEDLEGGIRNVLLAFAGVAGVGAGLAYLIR
HRas wt GTP – modulators of GTP binding to human HRas wildtype | P01112 | 190,000 compounds, 0.14% hits | GTP binding activity, % at 10 µM | AID 759 | GST-Ras wt beads, Bodipy-FL-GTP binding, flow cytometry; actives lie on both sides;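 active = GTP binding activity at least 20% away from the 100% baseline, either lowered as inhibitor or raised as activator; inconclusive = flagged as likely green fluorescent, judged across all proteins in the well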;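 note: 0% = unlabeled GTP competition control and 100% = no-compound control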
Target sequence (P01112 whole entry, looked up): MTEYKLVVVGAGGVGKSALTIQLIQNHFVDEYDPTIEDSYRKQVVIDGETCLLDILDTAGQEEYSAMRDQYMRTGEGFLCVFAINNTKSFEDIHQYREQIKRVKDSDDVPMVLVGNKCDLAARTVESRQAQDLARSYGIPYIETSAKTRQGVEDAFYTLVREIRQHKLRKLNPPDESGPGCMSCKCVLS
Rac1 wt modul – human Rac1 wildtype GTP binding, inhibitors and activators; P63000; GST-Rac1 beads, fluorescent GTP binding, flow cytometry; actives lie on both sides; 0 = cold GTP competed, 100 = untreated; GTP binding activity (% of control), % at 10 µM; 190,000 compounds, 0.27% hits; AID 757;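 active = GTP binding activity at least 20 points away from the 100% control level, either lower or higher; inconclusive = compound flagged as likely green fluorescent, judged across all proteins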
GSH bead fluor – GSH bead compound fluorescence profile | 190,000 compounds, 0.25% hits | GSH beads flow cytometry, compound fluorescence 488/530 nm; hits give high values | AID 1776 | fluorescence (KMESF) at 10 µM; in the data active = fluorescence above about 89;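 note: glutathione beads carrying GST-tagged Bcl family fusion proteins plus one bare bead set; values are compound well signal with DMSO vehicle wells as background; inactives centre near 16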
Rab7 wt GTP bind – modulators of GTP binding to dog Rab7 wildtype GTPase. GST-Rab7 beads, fluorescent GTP binding, flow cytometry; actives lie on both sides; untreated = 100%, excess cold GTP = 0%. GTP binding activity (percent of control), % at 10 µM. 190,000 compounds, 0.055% hits. AID 758;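 active = fluorescent GTP binding to Rab7 beads changed by at least 20 points from the 100% baseline, either direction, mostly lower; inconclusive = compound itself probably fluorescent, or too few beads counted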;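 note: median green fluorescence of bound Bodipy-FL-GTP per Rab7 bead population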
Mcl1 Bid PPI – Mcl-1/Bid interaction inhibition | Q07820 | TR-FRET Mcl-1/Bid-Dy647 peptide binding, 1536-well | inhibition, % at 21.7 µM | 220,000 compounds, 0.97% hits;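 active = compounds that cut the binding signal by more than half at the single screening dose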;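 note: His-tagged Mcl-1 with europium anti-His antibody binding Bid BH3 peptide; 0% = Mcl-1 plus peptide wells and 100% = peptide-only wells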
Avidin fluor – avidin bead compound fluorescence profile; Avidin beads, compound fluorescence 488/530 nm, flow cytometry; hits give high values; fluorescence (KMESF) at 10 µM; 220,000 compounds, 0.38% hits; AID 1775; in the data active = fluorescence above about 47; note: inactives centre near 10
Pf gametocyte – inhibitors of late stage P. falciparum gametocyte viability; 150,000 compounds, 0.065% hits; inhibition, % at 10.9 µM; P. falciparum stage V gametocytes, ATP luminescence, 24 h;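 active = inhibition above the mean plus 3 SD of compounds within the control limits, set per campaign, cut at about 38% in these data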;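 note: 0% = DMSO wells and 100% = medium only without gametocytes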
Starred values were filed as active, the others as inactive; u = inconclusive; x = no result given; & = joins results of further samples. Hits appear at their usual frequency. Share with any hit: about 3%.

[1] COCCCn1c(=O)c2ccccc2c2ccccc2c1=O
[2] CCNc1nc(SC(C(C)=O)C(C)=O)nc(N(C)C)n1
[3] C=C(Br)CN1CCN(CC(=C)Br)CC1
[4] CCOC(=O)C1CCCN(Cc2cc(OC)c(O)c(OC)c2)C1 (stereo not given)
[5] Cc1ccc(NC(=O)NCc2ccncc2)cc1Cl
[6] COc1ccc(CCN2CCC(Nc3nc4ccccc4n3Cc3ccc(F)cc3)CC2)cc1
[7] CCCCn1c(SCc2ccc(C(=O)OC)o2)nc2cc(S(N)(=O)=O)ccc21
[8] Clc1ccc(Cc2nc(-c3cccnc3)no2)cc1
[9] CCC(C)(C)c1ccc(OCCCC[n+]2ccccc2)c(C(C)(C)CC)c1
[10] CCc1nnc(NC(=O)CSc2nc3cc(OC)c(OC)cc3cc2C)s1

Screen / compound no.	1	2	3	4	5	6	7	8	9	10
GSH bead fluor	15	31	34	23	12	21	34	59	27	11
Rac1 act GTP bind	95	98	92	101	89	98	100	94	u	107
Avidin fluor	8	12	12	16	11	11	13	4	11	8
HRas wt GTP	98	98	94	102	94	97	101	99	u	104
Cdc42 wt	97	101	94	103	91	101	102	101	u	102
Rab7 wt GTP bind	99	98	93	99	107	94	100	98	u	94
Rab2A wt mod	99	98	92	100	99	99	101	101	u	101
Rac1 wt modul	95	98	89	104	93	101	104	99	u	102
Pf gametocyte	x	x	x	-4	2	x	x	-5	12	4
Mcl1 Bid PPI	-16	-39	0	25	-2	-6	-31	1	2	6
Mcl1-Noxa inh	-4	18	x	20	7	31	4	37	12	12

[11] Cc1ccccc1/[N+]([O-])=C/c1cccs1
[12] c1ccc(CSc2ccc(-c3ccco3)nn2)cc1
[13] CN(Cc1ccccc1)C(=O)N[C@@H](Cc1ccccc1)C(=O)O
[14] Cc1ccc(/C=C(/C#N)C(=O)NC(C)c2ccccc2)o1 (stereo not given)
[15] CCCc1nnc(NC(=O)CCC(=O)N2CCN(CCn3c(C)ccc3C)CC2)s1
[16] O=S1(=O)CCC(=Nc2ccc(Cl)cc2)c2ccsc21
[17] COc1ccc(C2=Nc3nc(-c4ccccc4)cn3C(c3ccc(OC)cc3)C2)cc1 (stereo not given)
[18] O=C(Nc1ccncc1)C1CC1c1ccccc1 (stereo not given)
[19] CN(C)CCCOC(=O)C1c2ccccc2Oc2ccccc21
[20] CSc1ncc(Cl)c(C(=O)Nc2ccc(NC(C)=O)cc2)n1

Screen / compound no.	11	12	13	14	15	16	17	18	19	20
GSH bead fluor	14	18	22	15	20	20	7	16	54	20
Rac1 act GTP bind	95	101	91	99	101	98	102	100	97	95
Avidin fluor	9	14	26	14	12	8	4	8	4	5
HRas wt GTP	98	99	93	97	106	100	102	103	99	98
Cdc42 wt	94	100	93	100	108	94	105	103	97	94
Rab7 wt GTP bind	96	101	95	100	99	104	101	100	98	106
Rab2A wt mod	95	99	91	99	106	101	99	100	97	95
Rac1 wt modul	95	102	95	102	108	99	107	101	101	99
Pf gametocyte	-16	x	x	14	x	7	-8	x	23	18
Mcl1 Bid PPI	-43	-30	2	-10	-62	-48	-6	-11	-6	-17
Mcl1-Noxa inh	5	9	6	4	19	5	29	7	4	7

[21] CCOC(=O)c1[nH]c(C)c(C(=O)Nc2ccccc2C)c1C
[22] CCc1cccc(CC)c1NC(=O)CO/N=C(\N)CC(=O)NC1CCCCC1
[23] CC(C)CNC(=O)/C=C/C(=O)O
[24] Cc1ccc(-c2noc(CN3CCCCC3)n2)cc1
[25] O=Cc1c(NCc2ccco2)nc2ccccn2c1=O
[26] Cc1cccc(C)c1NC(=O)C(=O)NCCOc1ccc(Cl)cc1
[27] COc1cc(C(=O)OCC(=O)N(C)C)cc(NC(=O)c2ccco2)c1OC
[28] COc1ccc(C2CC(c3c(-c4ccccc4)c4cc(Cl)ccc4[nH]c3=O)=NN2C(=O)CCC(=O)O)cc1 (stereo not given)
[29] Cc1ccc(N2CCN(C(=O)c3ccccc3F)CC2)c(C)c1
[30] CCOC(=O)Cc1csc(NC(=O)CC)n1

Screen / compound no.	21	22	23	24	25	26	27	28	29	30
GSH bead fluor	14	14	18	11	9	23	7	53	25	33
Rac1 act GTP bind	101	104	95	97	u	91	95	86	102	99
Avidin fluor	30	12	5&6	18	9	19	5	9	7	13
HRas wt GTP	102	106	99	105	u	94	99	90	101	101
Cdc42 wt	104	106	94	103	u	92	103	88	97	100
Rab7 wt GTP bind	97	101	105	103	u	93	97	99	99	101
Rab2A wt mod	103	106	100	103	u	90	98	91	98	101
Rac1 wt modul	105	102	97	101	u	90	100	91	101	101
Pf gametocyte	x	11	-16	12	x	x	2	x	x	x
Mcl1 Bid PPI	-1	-8	-21&0	-10	-15	-5	-4	1	-11	-33
Mcl1-Noxa inh	-6	21	1&3	3	-10	x	4	16	-4	-21

[31] COC(=O)c1ccc(C2C(C(C)=O)=C(O)C(=O)N2CCO)cc1 (stereo not given)
[32] O=C(CCN1CCN(S(=O)(=O)c2ccc(Cl)cc2)CC1)Nc1ccccc1F
[33] COc1cc(C(c2sc3nc(C)nn3c2O)N2CCC3(CC2)OCCO3)cc(OC)c1OC (stereo not given)
[34] CCc1c(C(=O)NCc2ccc3c(c2)OCO3)[nH]c(C)c1C(C)=O
[35] COc1ccc(Cc2noc(CN3CCC(c4ccncc4)CC3)n2)cc1OC
[36] O=C(Nc1ccc(O)cc1C(=O)O)c1cccs1
[37] COc1cc(/C=C2/C(=O)ON=C2C)ccc1OCc1cccc(F)c1
[38] COc1cccc(C(=O)NCCC2=CCCCC2)c1
[39] CC(=O)Oc1ccc(N2C(=O)C3C4C=CC(CC4)C3C2=O)cc1[N+](=O)[O-] (stereo not given)
[40] COc1ccc(N2CCN(CCNC(=O)c3ccc(NC(=O)C4CCCO4)cc3)CC2)cc1 (stereo not given)

Screen / compound no.	31	32	33	34	35	36	37	38	39	40
GSH bead fluor	23	14	37	14	17	56	12	17	13	32
Rac1 act GTP bind	98	97	98	103	100	90	88	102	97	98
Avidin fluor	25	6	14	10	8	25	8	33	8	7
HRas wt GTP	98	97	96	103	97	86	91	102	96	98
Cdc42 wt	98	97	98	106	100	88	88	104	96	99
Rab7 wt GTP bind	100	102	96	105	95	89	99	100	94	98
Rab2A wt mod	99	97	100	108	96	88	89	100	94	98
Rac1 wt modul	102	100	97	109	99	83	88	106	96	99
Pf gametocyte	x	-1	x	-36	10	x	-32	x	15	-2
Mcl1 Bid PPI	12	-92	-8	-15	-37	-11	-6	-5	-36	-19
Mcl1-Noxa inh	13	18	16	-5	5	20	10	6	23	3

[41] NC(=O)NC(=O)CSc1nc2sc(-c3ccccc3)cc2c(=O)n1-c1ccccc1
[42] COc1ccc(OCC(=O)Nc2nonc2NC(=O)COc2ccc(OC)cc2)cc1
[43] CCN(CC)C(=O)CC(c1ccc(F)cc1)c1ccco1 (stereo not given)
[44] O=C(O)c1cccc(Cn2c(Cl)c(/C=N/NC(=O)c3ccccc3Cl)sc2=O)c1
[45] C=CCN(CC=C)C(=O)c1cc2ccccc2c(=O)o1
[46] CCCCCCCCCc1nc(N)n[nH]1
[47] O=C(c1ccc(F)cc1)N1CCCCC(Sc2nnc3ccccn23)C1=O (stereo not given)
[48] CCn1c(SCc2nc3ccccc3c(=O)[nH]2)nc2ccccc2c1=O
[49] COc1ccc(CC(=O)N2CCNC2=O)cc1
[50] Cc1cccc(NC(=O)Cn2nnc3ccccc32)c1

Screen / compound no.	41	42	43	44	45	46	47	48	49	50
GSH bead fluor	17	16	21	23	11	36	10	22	14	17
Rac1 act GTP bind	96	88	102	98	99	92	100	98	104	94
Avidin fluor	11	9	8	16	6	15	32	4	30	9
HRas wt GTP	96	85	106	102	100	97	101	96	103	98
Cdc42 wt	94	84	107	103	100	95	102	100	106	97
Rab7 wt GTP bind	104	95	106	100	101	100	100	95	104	93
Rab2A wt mod	101	82	108	102	97	98	101	95	103	98
Rac1 wt modul	99	79*	106	102	98	97	105	97	108	96
Pf gametocyte	x	2	16	x	2	x	-2	x	-14	x
Mcl1 Bid PPI	0	-11	-8	-9	-3	-10	-6	11	-25	-33
Mcl1-Noxa inh	5	-8	10	8	5	13	2	9	16	-6

Ordered by the number under Rab2A wt mod (low to high): four of the compounds above
No.	SMILES	Rab2A wt mod
42	COc1ccc(OCC(=O)Nc2nonc2NC(=O)COc2ccc(OC)cc2)cc1	82
50	Cc1cccc(NC(=O)Cn2nnc3ccccc32)c1	98
47	O=C(c1ccc(F)cc1)N1CCCCC(Sc2nnc3ccccn23)C1=O (stereo not given)	101
44	O=C(O)c1cccc(Cn2c(Cl)c(/C=N/NC(=O)c3ccccc3Cl)sc2=O)c1	102

Carrying on.
[51] CC1(C)Cc2c(sc3nc(-c4ccccc4Cl)n(N)c(=O)c23)CO1
[52] Cc1nn(C)c(C)c1S(=O)(=O)N1CCCC(C(=O)NC2CCCCC2)C1 (stereo not given)
[53] Cc1cc(SCC#N)n2nc(C)c(-c3ccccc3)c2n1
[54] O=S1(=O)C=C(SCCN2CCCCC2)c2ccccc21
[55] Cc1ccc(SCC(=O)NCCCN2CCOCC2)cc1
[56] Cc1occc1C(=O)N1N=C(C2CC2)CC1(O)C(F)(F)F (stereo not given)
[57] COc1ccc(C2NCCC3(O)CCCCC23)c(OC)c1OC (stereo not given)
[58] O=C(NCCCn1ccnc1)c1cc(-c2cccnc2)nc2ccc(Br)cc12
[59] CCOc1nc2c(c(=O)n(C)c(=O)n2C)n1Cc1ccccc1Cl
[60] COc1ccc(N2C(=O)CC(NNC(=O)c3cc(C)oc3C)C2=O)cc1 (stereo not given)

Screen / compound no.	51	52	53	54	55	56	57	58	59	60
GSH bead fluor	16	18	21	24	32	12	14	18	14	15
Rac1 act GTP bind	101	98	99	100	101	97	100	92	96	95
Avidin fluor	37	20	22	20	7	30	37	9	23	10
HRas wt GTP	103	102	97	101	104	100	103	99	96	98
Cdc42 wt	104	103	98	106	108	100	102	93	98	98
Rab7 wt GTP bind	99	98	100	103	105	102	97	108	97	101
Rab2A wt mod	102	101	97	100	105	100	101	97	96	97
Rac1 wt modul	105	104	101	104	107	101	101	98	98	100
Pf gametocyte	x	-20	x	x	13	x	-2	x	x	-1
Mcl1 Bid PPI	9	-18	-4	-7	-12	-10	-2	-16	4	-25
Mcl1-Noxa inh	0	7	23	3	16	7	7	13	-1	3
